Screening results from PubChem.
GASC-1 inh: human JMJD2C demethylase inhibition | GST-JMJD2C(1-420) H3K9me3 demethylation, DELFIA europium | 330,000 compounds, 0.069% hits | Q9H3R0 | AID 2099 | inhibition, % at 2.35 µM;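 active means more than half of a compound's replicate wells show inhibition beyond 50%, single wells judged on their own value; inconclusive means some, but no more than half, of replicates pass 50% inhibition; inactive means no replicate passes 50% inhibition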;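 further: signal counts dimethyl H3K9 product captured on neutravidin plate; 0% = median of DMSO wells and 100% = 0.3 times that DMSO median; strong numbers were not always called active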
Target sequence (Q9H3R0 1-420 limits assumed): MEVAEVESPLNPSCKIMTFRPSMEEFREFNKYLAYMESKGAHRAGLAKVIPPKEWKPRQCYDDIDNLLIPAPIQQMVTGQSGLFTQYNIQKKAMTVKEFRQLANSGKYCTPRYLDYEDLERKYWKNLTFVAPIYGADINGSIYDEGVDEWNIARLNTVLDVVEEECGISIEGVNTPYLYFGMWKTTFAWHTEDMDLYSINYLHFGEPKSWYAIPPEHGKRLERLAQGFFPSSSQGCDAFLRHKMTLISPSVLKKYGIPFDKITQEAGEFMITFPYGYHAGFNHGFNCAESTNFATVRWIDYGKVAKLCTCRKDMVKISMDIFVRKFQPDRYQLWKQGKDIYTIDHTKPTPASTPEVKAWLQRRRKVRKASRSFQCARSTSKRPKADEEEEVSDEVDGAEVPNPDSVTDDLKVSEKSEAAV
An asterisk follows results filed as active; i = inactive; ? = inconclusive. Some of the compounds tested (hit frequency here may not be typical).

SMILES,GASC-1 inh
CCC1CC2(C)NC(=O)c3c(sc4c3CC(C)(C)OC4)N2C1=O (centres undefined),-14.9
CC1=CC(=C2C=CC(=O)C=C2)C=C(C)N1C,-0.4
COC(=O)c1ccccc1S(=O)(=O)N1CCC(NC(=O)C(Cc2cccc(OC)c2OC)NC(C)=O)CC1 (centres undefined),-5.7
CCOc1ccccc1CN1CCC(Oc2ccc(C(=O)NCc3ccccn3)cc2)CC1,-5.5
COc1ccc(Br)cc1[C@H]1[C@H]2C=CC[C@@H](C)[C@@H]2C(=O)N1Cc1ccccc1,24.4
Cc1ccc(Nc2nc(N)nc(CN3CCN(Cc4ccc5c(c4)OCO5)CC3)n2)cc1C,-8.0
CC1CCN(S(=O)(=O)c2ccc3nc(-c4ccccn4)cc(C(=O)NCCN(C)Cc4ccccc4)c3c2)CC1,2.4
CCn1c(=S)[nH]c2c(c1=O)C(C)(C)Cc1ccccc1-2,-0.2
CC(=O)Nc1cccc(NC(=O)C(=O)Nc2ccc3c(c2)N(C(=O)C2CC2)CCC3)c1,-5.0
CC1=CC(C)(C)N2C(=O)C3(C(C#N)=C(N)OC4=C3C(=O)CC(C)(C)C4)c3cccc1c32 (centres undefined),1.8
COc1ccc(CN2CCNC(=O)C2CC(=O)NC2CCOCC2)cc1C (centres undefined),-0.1
CC(=O)Oc1ccc(OC(C)=O)c(SCCCCCCl)c1,16.1
Cc1c(C(=O)N2CCC(C)CC2)sc2ncnc(N3CCN(c4ccccc4)CC3)c12,0.3
CC(C)C(=O)N1CCC2(CC1)Oc1ccc(F)cc1C(=O)C21CC(c2cccnc2)=NO1 (centres undefined),-3.8
O=C(COc1ccc(Cl)cc1)Nc1ccccc1N1CCOCC1,4.6
CCCCNc1ccc2c3c(cccc13)C(=O)N(CCCC)C2=O,-22.9
CCCc1c(C(=O)N/N=C/c2ccncc2)nnn1-c1nonc1N,0.4
CCc1ccccc1NS(=O)(=O)c1cc2c3c(c1)CCN3C(=O)CC2,-2.9
CCOC(=O)N1CCN(C(=O)/C=C/c2c(C)nn(-c3ccc(F)cc3)c2Cl)CC1,19.4
CC(C)c1nc2oc3c(NCC4CCCO4)ncnc3c2c2c1COC(C)(C)C2 (centres undefined),-26.3

SMILES,GASC-1 inh
O=C(O)c1ccc(-c2nc(-c3cccc(C(F)(F)F)c3)cs2)cc1,20.7
O=Nc1c2cc(-c3ccccc3)[nH]nc-2c2ccccc12,-7.3
O=[N+]([O-])c1ccc2c(c1)c(-c1ccccc1)nc1nncn12,11.2
COc1cc(Cl)ccc1OCc1cc(C(=O)NCC(C)(C)N2CCOCC2)no1,-11.1
CCOc1ccc(NC(=S)NC(=O)c2cnn(CC)c2)c([N+](=O)[O-])c1,5.1
O=C(COc1cccc2c1CCNC2=O)Nc1ccc(F)cc1,7.0
O=S(=O)(N1CCCCC1)N1CCN(S(=O)(=O)N2CCCCC2)CC1,0.4
CC(C)c1cc(C(=O)N2CCCC(N3CCN(c4ccc(F)cc4)CC3)C2)n(C)n1 (centres undefined),-11.4
O=c1[nH]c2ccccc2n1C1=CCNCC1,4.9
Nc1cccc(-n2nncc2-c2ccc(Cl)cc2)c1,0.0
CC(=O)Nc1ccc(-c2csc(NC(=O)Nc3ccccc3)n2)cc1,5.4
COc1ccc(C(=O)O)cc1S(=O)(=O)Nc1ccccc1Cc1ccccc1,21.0
CCc1nnc(N2CCN(c3ncnc4c3oc3ccccc34)CC2)s1,11.7
Cn1c(N/N=C2\CCCc3ccccc32)nc2c1c(=O)n(Cc1ccc(F)cc1)c(=O)n2C,-2.9
COc1ccc(N2CCN(C(=O)c3ccc(COc4ccc([N+](=O)[O-])cc4)o3)CC2)cc1,-10.8
COC(=O)c1[nH]c2ccc(C)cc2c1NC(=O)CCN1CCN(C2CCCCC2)CC1,16.0
COc1ccccc1N1C(=O)C(Cl)=C(Nc2ccccc2O)C1=O,19.5
COC(=O)c1cc(C(=O)OC)cc(N2C(=O)CC(N3CCN(c4ccccc4)CC3)C2=O)c1 (centres undefined),9.7
Cc1occc1-c1nnc(SCC(=O)N2CCCc3ccccc32)n1Cc1ccco1,3.9
Oc1c(Cl)cc(Cl)c2cccnc12,-4.7

3 entries already listed, ordered by formula weight, rising:
SMILES,GASC-1 inh
O=c1[nH]c2ccccc2n1C1=CCNCC1,4.9
O=Nc1c2cc(-c3ccccc3)[nH]nc-2c2ccccc12,-7.3
COc1cc(Cl)ccc1OCc1cc(C(=O)NCC(C)(C)N2CCOCC2)no1,-11.1

New compounds follow:
SMILES,GASC-1 inh
COc1ccc(/C(O)=C2/C(=O)C(=O)N(CCCN(C)C)C2c2ccc(C)o2)cc1Cl (centres undefined),-6.7
O=C(O)c1cccc(N/N=C/C2=C(Cl)c3cc(Cl)ccc3SC2)c1,-12.8
O=C(Nc1ccc(Cl)cc1)Nn1cnnc1,-1.6
O=C(O)C(c1ccccc1)N1C(=O)/C(=C\c2ccc(-c3ccc(Br)cc3)o2)SC1=S (centres undefined),-48.3
Oc1ccc(N2CCN(c3ncnc4sc(-c5ccccc5)cc34)CC2)cc1,-33.3
Cc1cc(Br)c2c(c1)=C(c1sc(N3CCCCCC3)nc1O)C(=O)N=2,18.5
Cc1cc(C)nc(/N=C(\N)Nc2ccc(S(=O)(=O)O)cc2)n1,40.1
CO[C@H]1C=CO[C@@]2(C)Oc3c(C)c(O)c4c(O)c(c5c(nc6cc(C)ccn65)c4c3C2=O)NC(=O)C(C)=CC=C[C@H](C)[C@H](O)[C@@H](C)[C@@H](O)[C@@H](C)[C@H](OC(C)=O)[C@@H]1C,-18.3
O=[N+]([O-])c1cc(Br)c(O)c(/C=N/Nc2nc3ccccc3s2)c1,-20.3
Cn1c(CNC(=O)c2ccco2)nnc1SCCOc1ccccc1,-7.7
O=C(CSc1nc(-c2ccc(F)cc2)nc2c1Cc1ccccc1O2)Nc1cccc(C(=O)O)c1,11.0
CCC(C)[C@@H](NC(=O)OC(C)(C)C)c1nnc(S(=O)(=O)Cc2cccc(C)c2)o1 (some centres undefined),-6.3
COc1ccccc1NC(=O)c1cc(-c2ccc(OC)c(OC)c2)nc2ccccc12,5.6
CCOC(=O)N1CCN(c2cc(N(C)CCO)c([N+](=O)[O-])c3nonc23)CC1,-25.7
CCc1ccc(NC(=O)CC2S/C(=N/N=C3CCCCCC3)NC2=O)cc1 (centres undefined),-0.1
O=C(Nc1sc2c(c1C(=O)NC1CCCCC1)CCC2)c1ccco1,-22.4
COc1ccccc1CCNC(=O)c1cc(-c2ccncc2)nc2ccc(Br)cc12,2.1
Clc1ccc(-c2csc(Nc3ccccc3)[n+]2Cc2ccco2)c(Cl)c1,4.8
Cn1c(-c2c(N)n(CCCc3ccccc3)c3nc4ccccc4nc23)nc2ccccc21,20.3
C=CCOc1ccc(C(=O)Nc2ccccc2C(=O)N2CCCC2)cc1,-0.3

SMILES,GASC-1 inh
Cc1ccc(OCc2nnc(NC(=O)Cc3cccs3)s2)cc1,-14.5
COc1ccc(C2C=C(c3ccc(C)cc3)Nc3ncnn32)cc1 (centres undefined),-5.3
Cc1cccc2c3nc4ccccc4nc3n(CCCN3C(=O)c4ccccc4C3=O)c12,1.8
COc1cc(OC)c(/C=N/NC(=O)c2ccc(NC(C)=O)cc2)cc1Br,-3.7
COc1ccc(N(C(=O)c2snc(C(N)=O)c2N)C(C(=O)NCc2ccccc2)c2ccc(O)cc2)cc1OC (centres undefined),-15.0
CCOC(=O)N1CCC(NC(=O)c2ccc3nc4ccccc4c(=O)n3c2)CC1,11.5
COc1ccc2nc(NC(=O)CCc3nc(-c4ccccc4F)no3)sc2c1,19.7
O=C(CN1CCCCC1)N1CCN(C(=O)CN2CCCCC2)CC1,52.5
O=C(NC1CCCN(Cc2ccc(Cl)cc2)C1)c1ccccc1-c1ncc[nH]1 (centres undefined),-10.9
CN(Cc1ccccc1)C(=O)c1ccc2c(c1)NC(=O)C(N1CCOCC1)S2 (centres undefined),-0.1
CCN(CC)S(=O)(=O)c1ccc(NC(=S)NC(=O)C2CCC2)cc1,0.0
Cc1nn(-c2ccc3nnc(Br)n3n2)c(C)c1Br,5.2
N#Cc1c(-c2ccccc2)cc(C2CC2)nc1SCC(=O)c1cccs1,3.5
O=C(CCN1C(=O)c2ccccc2C1=O)N(CCO)Cc1ccccc1,-21.9
N#Cc1nc(COc2ccccc2Cl)oc1N1CCCCCC1,2.9
CCCCNC(=O)C(c1ccc(OCC(=O)OC)c(C(=O)OC)c1)N(CCc1c[nH]c2ccccc12)C(=O)CCCCCN1C(=O)NC(c2ccc(-c3ccccc3)cc2)C(C(=O)OCc2ccccc2)=C1C (centres undefined),0.1
CCc1ccc(N=C2NC(=O)/C(=C/c3ccc(OCC(=O)O)c(OC)c3)S2)cc1,-7.6
COc1ccc(C2/C=C\CN(C(=O)CC(C)C)CC(=O)N2Cc2ccc(F)cc2)cc1 (centres undefined),26.2
CCCOC(=O)c1ccc(OCC(O)Cn2c(C)nc3ccccc32)cc1 (centres undefined),-16.3
CCCCCCN(C(=O)CCCCCN1C(=O)NC(c2ccc(-c3ccccc3)cc2)C(C(=O)OCc2ccccc2)=C1C)C(C(=O)NCCCC)C1CCCCC1 (centres undefined),4.4

SMILES,GASC-1 inh
CCn1cc(/C=C(\NC(=O)c2ccc(OC)cc2)C(=O)N2CCN(C)CC2)c2ccccc21,-0.1
COc1cc(C(=O)OCC(C)=O)ccc1OCc1c(C)noc1C,10.2
Cc1ccc(-c2nn3c(C)nnc3s2)cc1NC(=O)c1ccc(-c2cccc(Cl)c2)o1,-0.7
O=C(Cc1ccccc1)NCC(=O)Nc1cc(Cl)ccc1Cl,-4.8
CCCCCCn1cnc2c(c1=O)c1nc3ccccc3nc1n2/N=C/c1ccco1,0.9
Cc1cccc(N2CCN(C(=S)Nc3ccc4nc(N5CCN(C)CC5)cc(C)c4c3)CC2)c1C,-1.3
COc1ccc(N2CCN(C(=O)c3cccc(NS(=O)(=O)c4cccc(F)c4)c3)CC2)cc1,4.6
CCN(CC)CCn1c2c(c(SCC(=O)Nc3cccc(C(C)=O)c3)nc1=O)CCCC2,-24.2
Cc1ccc(-c2cc(C(=O)N/N=C/c3c[nH]c4ccccc34)[nH]n2)cc1,24.0
COc1cccc(C(=O)CN2CCC(NC(=O)NC3CCCCC3)CC2)c1,-5.5
Cc1nnc(SCCN2CCOCC2)c2nn(-c3ccccc3F)c(C)c12,32.6
CN1CCN(C(=O)CCCN2C(=O)/C(=C/c3cccc(Br)c3)SC2=S)CC1,-10.7
Cc1ccc2cc(CN(Cc3nnnn3C3CCCC3)C3CCCCC3)c(=O)[nH]c2c1C,30.2
CN1CCN(CCCNC(=O)c2ccc(/C=C3\Sc4ccccc4N(Cc4ccccc4F)C3=O)cc2)CC1,-8.8
COc1cccc(CNc2nc3ccccc3n2C(C)C)c1O,8.7
COCCn1c(Sc2nc(C)cs2)nc2c1c(=O)[nH]c(=O)n2C,-33.3
CSc1ccccc1-c1n[nH]c(=S)o1,3.7
Cn1cc(Cl)c(C(=O)OCC(=O)Nc2ccc(S(N)(=O)=O)cc2)n1,0.3
CC(=O)c1cccc(NC(=O)CCC(=O)c2ccc(F)cc2)c1,-2.1
Cc1cccc(CCN(C(=O)c2snc(C(N)=O)c2N)C(C(=O)NCC2CCCO2)c2ccc(F)cc2)c1 (centres undefined),-9.2

SMILES,GASC-1 inh
O=C(COC(=O)c1cc(Br)ccc1O)Nc1cc(S(=O)(=O)N2CCCC2)ccc1Cl,-9.8
O=c1[nH]c(O)c(C=Nc2ccc(Cl)cc2Cl)c(=O)[nH]1,4.0
O=C(CN1CCN(CC(=O)Nc2ccccc2F)CC1)Nc1cccc(F)c1,1.3
CSc1nc(NC(C)=O)nc(C)c1Cl,-1.4
O=C(O)CN1C(c2ccccc2O)Nc2ccc(Br)cc2C1c1ccccc1 (centres undefined),-6.9
O=c1c(Cl)c(Cl)cnn1Cc1nnc(-c2ccc(Cl)cc2)o1,-12.6
Cc1ccc(-n2cccn2)c(CN2CCC(CO)(CCc3ccccc3)CC2)c1,-8.6
COC(C/C=C/C(=O)COCc1ccccc1)OC,?
CCOC(=O)c1cccc(NC(=O)Cn2c(CC(=O)N3CCCC3)nc3ccccc32)c1,i
Cc1nc(N2CCN(C(c3ccccc3)c3ccccc3)CC2)[nH]c(=O)c1C,1.5
Clc1nssc1=Nc1ccc(Br)cc1,-1.6
COc1ccc(N2C(=O)C(F)(F)C2c2ccccc2F)cc1 (centres undefined),5.5
COC(=O)C1CCN(S(=O)(=O)c2cc3c4c(c2)CCN4C(=O)CC3)CC1,-1.3
CC1CC(C)CN(C(=O)/C=C/c2ccc([N+](=O)[O-])s2)C1 (centres undefined),20.0
CCOC(=O)C1CCCN(c2ncnc3c2[nH]c2cccc(OC)c23)C1 (centres undefined),-3.1
COc1cccc(N2CCCn3c2nc2c3c(=O)n(CCN3CCOCC3)c(=O)n2C)c1,11.3
CCOc1ccc(NC(=O)CN2CCN(CC(=O)c3ccc(OCC)cc3)CC2)cc1,-5.1
COc1ccc(OCc2nc(C#N)c(N3CCN(c4ccc(OC)cc4)CC3)o2)cc1,-7.3
C/C(CC(=O)Nc1cc(C)ccn1)=N\NC(=O)COc1cccc(C)c1,-2.9
Cc1ccc(-c2nc3ccccc3n3nnnc23)cc1,i

SMILES,GASC-1 inh
O=C(Cc1ccc(Cl)cc1)Nc1ncc([N+](=O)[O-])s1,-21.5
CCc1nnc(NC(=O)CSc2nnc(-c3ccncc3)n2Cc2ccccc2)s1,6.5
O=c1c2ccccc2nc(/C=C/c2cccnc2)n1Cc1ccccc1,-17.2
CCOC(=O)N1CCC(NC(=O)Cn2ncc3c4ccccc4n(C)c3c2=O)CC1,-28.3
